RGS4 block: human RGS4 inhibition; HEK293 M3R/RGS4 inducible, Fluo-4 calcium flux; stronger effect = higher value; triggered by carbachol at its EC20; AID 463165; 310,000 compounds, 0.45% hits; P49798; B-score at 10 µM;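 active = B-score, a plate-corrected calcium signal, over three deviations above library mean, with baseline fluorescence within five deviations of library mean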;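 also: RGS4 expression induced by doxycycline in cells with stable M3 receptor; B-score is computed from the integrated fluorescence ratio over baseline after carbachol; higher B-score means a larger calcium signal and so more RGS4 inhibition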
Target sequence (P49798 whole entry, looked up): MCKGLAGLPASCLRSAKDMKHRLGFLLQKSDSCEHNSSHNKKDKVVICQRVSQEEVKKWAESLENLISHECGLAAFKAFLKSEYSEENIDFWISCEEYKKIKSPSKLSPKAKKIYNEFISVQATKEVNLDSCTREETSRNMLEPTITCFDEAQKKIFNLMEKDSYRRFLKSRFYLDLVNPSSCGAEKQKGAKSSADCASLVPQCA
TRPC6 act: mouse TRPC6 channel activation; Q61143; HEK293-TRPC6 membrane potential dye fluorescence; stronger effect = higher value; B-score at 10 µM; 310,000 compounds, 0.13% hits; AID 2550;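 active = B-score of the integrated fluorescence ratio above library mean plus 3 SD, and starting fluorescence ratio within library mean plus 5 SD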;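 also: higher score means more depolarization so channel activation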
TRPC4 block: blocks the mouse TRPC4 cation channel. Q9QUQ5. HEK293 TRPC4beta/mu-opioid, DAMGO-evoked Fluo4 calcium flux; stronger effect = lower value. B-score at 10 µM. 300,000 compounds, 0.39% hits;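 active = B-score over 3 SD under the library average, no early fluorescence shift, positive overall ratio signal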
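Assay system: Stable TRPC4beta/mu-opioid receptor HEK293 cells | Reagent: DAMGO in two steps, submaximal then maximal | Compound dosing: Single concentration per test compound | Signal: Fluo4 Ca2+ flux fluorescence | Evaluation: Per-well B score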
Platelet DG rel: modulates dense granule release in human platelets. human platelet-rich plasma, SFLLRN dense granule ATP release, luminescence. inhibition, %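 (compounds screened at 7.5 µM in platelet-rich plasma)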. 300,000 compounds, 0.22% hits. AID 1663;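 active = mean replicate score, as percent of positive control, at or above 50; inconclusive = mean below 50 but at least one replicate at or above 50; inactive = mean and every replicate below 50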
HIF act: HIF pathway transcriptional activation. U2OS HRE-luciferase reporter, luminescence; normalized: DMSO 0%, desferrioxamine 100%. activation, % at 7.5 µM (by protocol). 300,000 compounds, 0.32% hits. AID 1910;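 active = mean activation of at least 10% of the iron chelator positive control signal, with at least half of replicates also reaching 10%; inconclusive = mean and replicate majority disagree about reaching 10%; inactive = mean and most replicates under 10%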
SKKanGAS inh: inhibitors of SKKanGAS S. pyogenes growth in kanamycin (SK-promoter or general growth effect); BacTiter-Glo, 6 h; inhibition, % at 7.5 µM; 300,000 compounds, 1.3% hits;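 active = mean replicate score, as percent of positive control median, at least 50; inconclusive = mean below 50 but one replicate at or above 50; inactive = mean and every replicate below 50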;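 also: strain carries kanamycin resistance gene driven by streptokinase promoter and grows in 40 µg/ml kanamycin; loss of luminescence reflects streptokinase promoter inhibition or plain growth inhibition; 0% = median of DMSO wells and 100% = positive control at its reference dose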
TRPC6 inh: inhibitors of mouse TRPC6 channel; Q61143; B-score at 10 µM; 310,000 compounds, 1.1% hits; HEK293-TRPC6, membrane potential dye, ACh-evoked depolarization; stronger effect = lower value; AID 2553;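 active = B-score under library mean minus 3 SD, initial fluorescence not abnormally high, positive integrated signal ratio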;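 also: B-score derived from integrated fluorescence ratio over the kinetic read; more negative B-score means stronger inhibition of depolarization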
MrgX1 antagonist: human MrgX1 receptor antagonism, primary screen | MRGX1-HEK293 calcium flux, Fluo-4, BAM8-22 antagonism; stronger effect = lower value | B-score at 10 µM | AID 588676 | 310,000 compounds, 1.3% hits | Q96LB2;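 active = calcium-response B-score plate-corrected more than 3 library SD below zero, starting fluorescence within 5 deviations, no agonist response on first addition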;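 also: peak minus trough fluorescence over baseline after final BAM8-22 challenge near maximal dose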
Target sequence (Q96LB2 whole entry, looked up): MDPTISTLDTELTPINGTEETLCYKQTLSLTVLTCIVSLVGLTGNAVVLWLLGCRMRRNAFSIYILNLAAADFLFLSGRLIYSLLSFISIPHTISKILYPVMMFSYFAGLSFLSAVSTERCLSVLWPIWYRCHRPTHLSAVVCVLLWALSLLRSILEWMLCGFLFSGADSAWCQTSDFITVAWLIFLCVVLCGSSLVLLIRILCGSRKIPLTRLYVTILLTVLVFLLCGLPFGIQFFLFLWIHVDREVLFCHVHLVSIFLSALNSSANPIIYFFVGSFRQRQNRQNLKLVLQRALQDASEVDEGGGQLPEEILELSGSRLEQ
MrgX1 ag: activates human MrgX1 receptor signaling. MrgX1-HEK293 cells, Fluo-4 calcium fluorescence, agonist mode; stronger effect = higher value. B-score at 10 µM. 310,000 compounds, 0.44% hits;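 active = calcium response B-score plate-corrected fluorescence ratio at least 3 library SD, with starting fluorescence B-score inside 5 SD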
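Material – MrgX1-expressing HEK293 cells · Input – 15,000 cells seeded per well · Dosing – compound as first of three additions · Times – overnight seeding, then 1 h dark dye loading · Measured by – kinetic Fluo-4 NW fluorescence of intracellular calcium · Read-out – B-scored fluorescence response ratio · Benchmarks – positive and negative control wells on each plate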
MrgX1 allo act: allosterically activates human MrgX1 receptor signaling. MrgX1-HEK293, Fluo-4 calcium flux, FDSS; stronger effect = higher value. B-score at 10 µM. Q96LB2. 310,000 compounds, 0.63% hits;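 active = plate-corrected calcium response at least 3 library SD above typical, normal starting fluorescence, not activating the receptor alone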;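 also: compound read alongside a low EC10 to EC30 dose of BAM8-22 agonist; peak minus trough fluorescence over baseline measured at the second addition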
RGS4 pot: potentiators or activators of RGS4; HEK293 M3R/inducible RGS4, carbachol calcium flux Fluo4; stronger effect = lower value; B-score at 10 µM; 310,000 compounds, 0.92% hits; AID 463111;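 active = B-score of the integrated calcium signal more than 4 SD below the library mean, with starting fluorescence not abnormally high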;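 also: negative B-score means reduced calcium response which marks RGS4 activation or potentiation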
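Reagent: ECmax carbachol challenge; Test system: M3R-expressing HEK293 line, RGS4 induced by doxycycline; Schedule: overnight RGS4 induction, 30 min dye load 37 °C, 20 min compound RT; Detection: calcium dye Fluo4 fluorescence; Read-out: Agonist-evoked peak-minus-minimum fluorescence over baseline, integrated ratio, B score.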
* hit, by the source's call; i = inactive; ? = inconclusive; . = not tested or not shown.

SMILES	RGS4 block	TRPC6 act	TRPC4 block	Platelet DG rel	HIF act	SKKanGAS inh	TRPC6 inh	MrgX1 antagonist	MrgX1 ag	MrgX1 allo act	RGS4 pot
Cc1cc(-c2ccccc2)nc(Cl)c1C#N	i	i	i	12.1	-0.1	-9.4	i	i	i	i	i
O=C(Nc1nccs1)C1CC(=O)N(Cc2ccco2)C1 (centres undefined)	i	i	i	1.8	-0.2	13.6	i	i	i	i	i
O=C(Nc1nc(-c2ccccn2)cs1)c1ccc(Cl)s1	i	i	i	-23.1	.	101.8*	i	i	i	i	i
CCOc1ccc(OCC)c(-c2c(=O)n(OCc3ccccc3Br)c3ccccc3[n+]2[O-])c1	i	i	i	12.3	-0.6	4.3	i	i	i	i	i
O=C(CSc1nc2ccccc2[nH]1)Nc1cc(C(F)(F)F)ccc1N1CCOCC1	i	i	i	1.7	-0.1	-3.6	i	i	i	i	i
CC(CN1CCOCC1)OC(=O)c1ccc(C(C)(C)C)cc1 (centres undefined)	i	i	i	-2.2	-20.4	2.9	i	i	i	i	i
Cc1ccc(NS(=O)(=O)c2cc(C(=O)Nc3cccnc3)ccc2C)cc1	i	i	i	-1.7	-0.3	6.7	i	i	i	i	i
COc1ccc(N2C(=O)NC(NS(=O)(=O)c3ccc(NC(C)=O)cc3)(C(F)(F)F)C2=O)cc1 (centres undefined)	i	i	i	9.7	-0.1	16.4	i	i	i	i	i
S=C(Nc1ccc(Br)cc1)Nc1ccc2c(c1)OCCO2	i	i	i	-18.6	1.2	-2.2	i	i	i	i	i
O=C(c1cccs1)N1CCN(c2ccc(F)cc2)CC1	i	i	i	4.6	0.3	-0.9	i	i	i	i	i
O=C(NCCCn1ccnc1)c1cc(C(=O)C2CC2)c[nH]1	i	i	i	-2.5	0.3	3.7	i	i	i	i	i
O=C(Nc1ccc(Cl)c(Cl)c1)OCCNC(=O)c1ccncc1	i	i	i	5.7	-0.4	-4.9	i	i	i	i	i
O=C1CSC(c2cccc([N+](=O)[O-])c2)N1c1ccccc1F (centres undefined)	i	i	i	-7.8	-0.5	0.9	i	i	i	i	i
COc1cc2c(cc1OC)CN(C(=O)CCNS(=O)(=O)c1ccccc1F)CC2	i	i	i	-4.1	-0.1	-3.2	i	i	i	i	i
Nc1nc2nccc(-c3ccccn3)n2n1	i	i	i	5.3	-0.4	-1.8	i	i	i	i	i
Cc1ccc(C(C)C)c(OCC(O)CN2CC(C)OC(C)C2)c1 (centres undefined)	i	i	i	0.9	0.8	7.5	i	i	i	i	i
CC(=O)Nc1ccc(N=Cc2c(O)c(C(=O)Nc3ccccc3)cc3ccccc23)cc1	i	i	i	45.1	0.2	60.7*	i	i	i	i	i
CCn1ncc(Br)c1C(=O)Nc1cccc(C(C)=O)c1	i	i	i	-3.7	0.1	-2.3	i	i	i	i	i
O=C(Nc1ccc(Cl)cc1)Nc1nnc(Cc2ccc([N+](=O)[O-])cc2)s1	i	i	i	-2.4	0.0	-4.4	i	i	i	i	i
COc1ccc(NS(=O)(=O)c2cc(OC)ccc2NC(=O)c2cc(C)oc2C)cc1	i	i	i	16.3	0.9	5.0	i	i	i	i	i
O=C(CN1C(=O)/C(=C/c2cccc(Cl)c2)SC1=S)NC1C=CS(=O)(=O)C1 (centres undefined)	i	i	i	5.5	-0.1	2.2	i	i	i	i	i
COc1ccc(NC(=O)N(Cc2cccnc2)Cc2ccccc2Cl)c(OC)c1	i	i	i	2.5	-0.5	-4.2	i	i	i	i	i
CCOC(=O)C1CCCN(CCC(=O)Nc2cc(C)ccc2C)C1 (centres undefined)	i	i	i	3.1	-0.4	3.7	i	i	i	i	i
Cc1[nH]c2ccccc2c1SCC(=O)N1CCCc2ccccc21	i	i	i	2.0	-0.4	-0.9	i	i	i	i	i
COC(=O)c1cc2ccsc2n1CC(=O)N1CCCc2ccccc21	i	i	i	-2.2	0.1	-4.7	i	i	i	i	i
CCOc1cc(CNc2ccc(OC)cc2)cc(Br)c1OCC(=O)NC(C)(C)C	i	i	i	3.9	-0.4	-6.8	i	i	i	i	i
Cc1ccc(C(=O)Oc2cc(N)n(S(=O)(=O)c3ccc(C)cc3)n2)cc1	i	i	i	0.0	-0.5	4.6	i	i	i	i	i
N#Cc1c(-c2ccccc2)ccn(Cc2ccccc2Cl)c1=O	i	i	i	-6.8	-0.2	-8.4	i	i	i	i	i
COc1ccc(CNC(=O)CN2C(=O)COc3ccc(S(=O)(=O)N4CCC(C)CC4)cc32)cc1	i	i	i	0.5	0.1	-5.1	i	i	i	i	i
CC(=O)Nc1ccc(NC(=O)CSc2nnc(-c3ccc(NS(C)(=O)=O)cc3)n2C)cc1C	i	i	i	-0.8	-0.7	2.4	i	i	i	i	i
NS(=O)(=O)c1ccc(N/N=C/c2ccc[nH]2)c([N+](=O)[O-])c1	i	i	i	-0.8	-0.3	5.7	i	i	i	i	i
COc1ccc(NC(=O)N2CCCC2C(=O)NCCc2ccccc2)cc1 (centres undefined)	i	i	i	2.4	-1.4	-1.5	i	i	i	i	i
CCOC(=O)c1c(C)nc2sc3c(c2c1-c1ccc(OC)cc1)NC(c1ccc(OC)cc1)NC3=O (centres undefined)	i	i	i	7.4	-0.3	22.2	i	i	i	i	i
CCOc1c(C)cc(S(=O)(=O)NCc2ccccn2)c(C)c1C	i	i	i	4.5	-2.3	7.2	i	i	i	i	i
CCCCn1c(N)c(N(CC)C(=O)c2ccc(Cl)c([N+](=O)[O-])c2)c(=O)[nH]c1=O	i	i	i	-16.0	-0.4	7.4	i	i	i	i	i
Cn1c(=O)n(C)c2cc(S(=O)(=O)N3CCN(c4ccccc4)CC3)ccc21	i	i	i	9.5	-0.5	-6.9	i	i	i	i	i
NC(=S)c1c(Cl)cc(C(F)(F)F)cc1Cl	i	i	i	1.1	-0.4	0.6	i	i	i	i	i
CC1CCCC(NC(=O)CCS(=O)(=O)c2cc3c(cc2Cl)NC(=O)CO3)C1C (centres undefined)	i	i	i	-23.9	0.5	2.0	i	i	i	i	i
Cc1ccc(/C=C/C(=O)Nc2sc3c(c2C#N)CCCC3)o1	i	i	i	12.2	0.2	-5.8	i	i	i	i	i
CCC(C)NCCCCOc1ccc(Cl)cc1C (centres undefined)	i	i	i	1.3	-0.3	3.2	i	i	i	i	i
O=C(Nc1ccon1)Nc1ccccc1C(F)(F)F	i	i	i	-4.3	-0.3	-2.4	i	i	i	i	i
Clc1ccc(-n2c(SCc3nc4ccccc4[nH]3)nnc2-c2ccncc2)cc1	i	i	i	-18.6	-0.1	-4.5	i	i	i	i	i
NS(=O)(=O)c1ccc(NC(=O)CSc2nc3ccccc3n2-c2ccccc2)cc1	i	i	i	-0.4	-1.0	-5.0	i	i	i	i	i
CC(=O)Nc1ccc(C(=O)OCCc2ccccc2)cc1	i	i	i	4.0	-12.6	-4.6	i	i	i	i	i
CC1CCN(C(=O)CCCOc2ccc(Cl)cc2)CC1	i	i	i	-3.3	2.5	-0.9	i	i	i	i	i
CC(C)CC(NC(=O)c1cccc(Cl)c1)C(=O)O (centres undefined)	i	i	i	4.5	-0.3	-7.3	i	i	i	i	i
CCCCCCN1C=C/C(=C\C=C(C#N)C#N)c2ccccc21	i	i	i	25.4	-0.1	16.7	i	i	i	i	i
O=C(Nc1ccccc1)NC1CC2CCC(C1)N2Cc1nnnn1Cc1ccc2c(c1)OCO2 (centres undefined)	i	i	i	3.3	-1.3	-4.8	i	i	i	i	i
COC(=O)c1ccc(NC(=O)CSc2nn3c(=O)c(C)nnc3s2)cc1	i	i	i	7.8	-0.2	31.5	i	i	i	i	i
Cc1ccc(S(=O)(=O)N2CCCN(S(=O)(=O)c3ccc4c(c3)OCCO4)CC2)cc1	i	i	i	1.7	-0.1	2.8	i	i	i	i	i
New compounds follow.
SMILES	RGS4 block	TRPC6 act	TRPC4 block	Platelet DG rel	HIF act	SKKanGAS inh	TRPC6 inh	MrgX1 antagonist	MrgX1 ag	MrgX1 allo act	RGS4 pot
COc1ccc(C(CNC(=O)c2cccc(S(=O)(=O)Nc3cccc(C)c3)c2)N2CCOCC2)cc1 (centres undefined)	i	i	i	-6.6	-0.3	-18.9	i	i	i	i	i
CC(C)(C)C(=O)Nc1ccc(-c2cc3cc(Cl)ccc3o2)cc1	i	i	i	-4.0	0.0	4.5	i	i	i	i	i
Cc1ccc2c(c1)N(S(=O)(=O)c1cc(-c3onc(C)c3C)ccc1C)CCO2	i	i	i	0.0	-0.2	-0.9	i	i	i	i	i
COc1ccc(/C=N/NC(=O)CNC(=O)/C=C/c2ccccc2OC)cc1	i	i	i	15.3	-9.3	-0.8	i	i	i	i	i
CCCC1CCC(=C(C#N)C(N)=O)CC1 (centres undefined)	i	i	i	-3.2	?	-3.2	i	i	i	i	i
Cc1ccc(NCc2n[nH]c(=S)n2-c2ccccc2)cc1	i	i	i	2.0	0.1	1.4	i	i	i	i	i
CCOC(=O)C1Cc2ccccc2CN1 (centres undefined)	i	i	i	-9.1	-0.3	0.7	i	i	i	i	i
CCCC(=O)Nc1nc2ccc(OCC)cc2s1	i	i	i	-7.3	2.8	-7.8	i	i	i	i	i
CCc1ccc(N2C(=O)C3C4CCC(C4=C(C)C)C3C2=O)cc1 (centres undefined)	i	i	i	4.4	-0.2	-2.0	i	i	i	i	i

Filtered by structure: those above containing a tert-butyl group.
SMILES	RGS4 block	TRPC6 act	TRPC4 block	Platelet DG rel	HIF act	SKKanGAS inh	TRPC6 inh	MrgX1 antagonist	MrgX1 ag	MrgX1 allo act	RGS4 pot
CC(CN1CCOCC1)OC(=O)c1ccc(C(C)(C)C)cc1 (centres undefined)	i	i	i	-2.2	-20.4	2.9	i	i	i	i	i
CCOc1cc(CNc2ccc(OC)cc2)cc(Br)c1OCC(=O)NC(C)(C)C	i	i	i	3.9	-0.4	-6.8	i	i	i	i	i
CC(C)(C)C(=O)Nc1ccc(-c2cc3cc(Cl)ccc3o2)cc1	i	i	i	-4.0	0.0	4.5	i	i	i	i	i

Bioassay records from PubChem BioAssay.
